Bioassay records as filed in PubChem.
LYPLA1 counter – blocks human lysophospholipase 1, a PME1 counter-screen; O75608; recombinant LYPLA1, FP-Rh probe fluorescence polarization; inhibition, % at 5.9 µM; 0.16% of 320,000 active; AID 2174;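 active means inhibition above the mean of all tested compounds plus 3 SD, set per campaign, cut at about 14% in these data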;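 further: inhibitors block serine hydrolase probe labeling of LYPLA1 so polarization falls; 0% = enzyme with DMSO and 100% = wells lacking LYPLA1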
PAFAH1B3 inh – blocks human PAF acetylhydrolase 1B catalytic subunit 3; Q15102; AID 492972; inhibition, % at 3.39 µM; recombinant PAFAH1B3, FP-rhodamine probe, fluorescence polarization; 0.28% of 340,000 active;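 active means inhibition above the screen-wide average of all tested compounds plus 3 SD, cut at about 25% in these data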;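 further: 0% = enzyme with DMSO only and 100% = wells lacking PAFAH1B3 protein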
Target sequence (Q15102 whole entry, looked up): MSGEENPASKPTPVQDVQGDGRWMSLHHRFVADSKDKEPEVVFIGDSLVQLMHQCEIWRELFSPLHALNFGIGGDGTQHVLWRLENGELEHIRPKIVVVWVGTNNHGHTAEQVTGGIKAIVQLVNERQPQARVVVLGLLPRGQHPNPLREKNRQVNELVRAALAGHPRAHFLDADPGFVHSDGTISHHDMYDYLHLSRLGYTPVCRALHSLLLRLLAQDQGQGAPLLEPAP
PAFAH1B2 FP inh – PAFAH1B2 (human) inhibition | recombinant PAFAH1B2, FP-rhodamine activity probe, fluorescence polarization | P68402 | AID 492953 | 1.2% of 340,000 active | inhibition, % at 3.39 µM;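 active means inhibition above the mean of all tested compounds plus 3 SD, cut at about 24% in these data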;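 further: 0% = enzyme with DMSO and 100% = wells lacking PAFAH1B2; many of its hits are not listed in these tables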
PAD4 inh – inhibitors of human PAD4 | inhibition, % at 6.36 µM | recombinant PAD4, RCA probe fluorescence polarization | AID 485272 | 0.41% of 330,000 active | Q9UM07;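 active means percent inhibition above a cutoff equal to the mean of all tested compounds plus 3 SD, cut at about 15% in these data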;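 further: 0% = PAD4 with RCA probe and DMSO and 100% = probe without PAD4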
LYPLA2 inh – blocks human lysophospholipase 2, a PME1 counter-screen. AID 2177. inhibition, % at 5.9 µM. 0.38% of 320,000 active. recombinant LYPLA2, FP-Rh probe fluorescence polarization. O95372;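 active means inhibition above the screen-wide mean plus 3 SD, limit set per campaign, cut at about 26% in these data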;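 further: 0% = LYPLA2 with DMSO and 100% = wells lacking LYPLA2 enzyme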
Target sequence (O95372 whole entry, looked up): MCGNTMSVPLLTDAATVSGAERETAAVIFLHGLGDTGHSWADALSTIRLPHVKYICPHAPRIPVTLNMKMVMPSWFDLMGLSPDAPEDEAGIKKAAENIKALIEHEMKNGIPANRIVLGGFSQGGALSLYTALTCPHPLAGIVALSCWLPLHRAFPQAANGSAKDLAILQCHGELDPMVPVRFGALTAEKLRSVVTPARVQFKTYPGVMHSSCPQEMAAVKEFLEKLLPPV
PREPL inh – inhibits the human prolyl oligopeptidase-like enzyme; Q4J6C6; recombinant PREPL, fluorescence polarization activity-based probe; inhibition, % at 5.96 µM; 0.68% of 320,000 active; in the data active means inhibition above about 43%;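 further: 0% = enzyme with DMSO and 100% = wells lacking enzyme; many of its hits are not listed in these tables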
PME-1 primary – blocks human protein phosphatase methylesterase 1; recombinant PME-1, FP-Rh probe fluorescence polarization; 0.53% of 320,000 active; inhibition, % at 5.9 µM; AID 2130;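 active means inhibition above the campaign mean of all compounds plus 3 SD, cut at about 26% in these data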;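 further: competitive labeling of PME-1 active site by serine hydrolase directed probe; 0% = PME-1 with DMSO and 100% = wells lacking PME-1 enzyme; inhibitors block probe labeling so polarization falls and inhibition rises; many of its hits are not listed in these tables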
GSTO1 counter – blocks human GSTO1 in RBBP9 counter-screen; 1.1% of 300,000 active; recombinant GSTO1, activity-based probe fluorescence polarization; inhibition, % at 5.96 µM; P78417;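 active means inhibition above the campaign mean inhibition plus 3 SD, cut at about 35% in these data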;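 further: 0% = GSTO1-1 with DMSO and 100% = wells lacking GSTO1-1 enzyme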
pPAFAH inh – inhibitors of human plasma PAF acetylhydrolase (pPAFAH); 1.5% of 330,000 active; AID 463082; recombinant pPAFAH, FP-rhodamine probe fluorescence polarization; Q13093; inhibition, % at 3.39 µM;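 active means inhibition above the mean inhibition across the screen plus 3 SD, cut at about 25% in these data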;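 further: inhibitors block binding of the rhodamine activity-based probe so polarization drops; 0% = enzyme with DMSO and 100% = wells lacking pPAFAH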
Target sequence (Q13093 whole entry, looked up): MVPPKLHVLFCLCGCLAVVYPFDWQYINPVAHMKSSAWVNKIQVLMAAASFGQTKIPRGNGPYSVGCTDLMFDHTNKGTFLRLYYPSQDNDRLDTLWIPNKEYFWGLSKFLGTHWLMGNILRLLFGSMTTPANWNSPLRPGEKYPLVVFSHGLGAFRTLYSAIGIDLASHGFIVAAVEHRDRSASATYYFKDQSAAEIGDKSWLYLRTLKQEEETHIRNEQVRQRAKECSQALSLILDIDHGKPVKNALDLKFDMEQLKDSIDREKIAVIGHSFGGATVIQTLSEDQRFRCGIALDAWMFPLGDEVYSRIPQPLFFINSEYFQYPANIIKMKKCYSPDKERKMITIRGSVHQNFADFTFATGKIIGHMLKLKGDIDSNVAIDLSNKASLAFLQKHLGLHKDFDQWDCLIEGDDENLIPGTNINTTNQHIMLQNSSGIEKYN
* marks the source's active call; other numbers are inactive results; · = no result given.

Values run as follows: LYPLA1 counter, PAFAH1B3 inh, PAFAH1B2 FP inh, PAD4 inh, LYPLA2 inh, PREPL inh, PME-1 primary, GSTO1 counter, pPAFAH inh
> COc1ccc(N2CCc3c(C)nc4c(OC)cc(OC)cc4c32)cc1
    6, 3, 5, 3, 6, 52*, 5, -2, 3
> CCn1c(SC)nc2cc(S(=O)(=O)N3CCCCC3)ccc21
    7, -3, 1, -1, 4, 4, 6, ·, 3
> O=C(NCc1nc2ccccc2[nH]1)c1cccc(S(=O)(=O)N2CCOCC2)c1
    1, -3, 2, 4, 0, 9, 3, 2, -3
> COc1ccc([N+](=O)[O-])cc1N(CC(=O)NCCCOC(C)C)S(C)(=O)=O
    0, 10, 1, -2, 0, 17, -4, -4, 4
> Cc1nc(CC(=O)NNS(=O)(=O)c2ccc3ccccc3c2)cs1
    -1, 7, 20, 3, 6, 4, -4, -1, -2
> CCN1CCN(CCOc2cccc(Oc3ccccc3)c2)CC1
    1, 2, 2, -2, 2, 7, 1, 6, 3
> CC(=O)NCCC(=O)Nc1cc(S(=O)(=O)N2CCCCC2)ccc1N1CCN(C)CC1
    1, 0, 4, -7, 2, 2, -5, 3, -1
> N#Cc1ccc(-c2ccc(OCC3CNC(=O)O3)cc2)cc1 (configuration not stated)
    4, 10, 2, 8, 6, -5, -2, 1, 7
> CCOC(=O)C(=CN(CCc1ccccc1)CC(=O)OC)C(=O)OCC
    -1, 6, 7, -1, -1, 8, 3, 0, 1
> O=C(NCc1cc2ccccc2[nH]1)C1CCC(=O)N(CCCN2CCCC2=O)C1 (configuration not stated)
    2, 6, 2, -5, 1, 10, 5, 1, 2
> O=C(OCC(=O)N1CCCCCC1)c1cccc(Cl)c1
    0, 3, 9, -1, 1, 3, -2, ·, 2
> CC(C)Oc1ccc(C(=O)N2CCCc3ccccc32)cc1
    -3, 9, 2, 3, 2, 5, 3, 4, 0
> CCOC(=O)C1=C(C)NC(=O)C1(NC(=O)c1cccnc1)C(F)(F)F (configuration not stated)
    3, 6, 2, 0, 12, 14, 0, 2, -1
> COC(=O)COc1ccc(S(=O)(=O)N2CCOCC2)cc1
    2, -1, 2, 0, 7, -1, 2, 1, 0
> Cc1ccc(OCC(=O)OCC(=O)c2cccc([N+](=O)[O-])c2)cc1C
    3, 3, 1, -4, 0, 10, 8, -2, 3
> CCc1nnc(NC(=O)CCC(=O)N2CCN(Cc3ccc(Cl)cc3)CC2)s1
    -1, -2, 8, 2, -5, -1, 1, 9, 2
> O=C(N1CCNCC1)N1CCOCC1
    -1, ·, ·, 2, -7, 1, -1, -2, 0
> O=C(N/N=C/c1ccc([N+](=O)[O-])s1)C(O)c1ccccc1 (configuration not stated)
    4, 9, 2, -6, -1, 1, 3, 5, 6
> O=C(COC(=O)c1nn(-c2ccccc2C(F)(F)F)cc1O)c1ccc(OC(F)F)cc1
    0, 9, -2, 1, 5, -2, 1, 11, 6
> CC12CCCCC1(O)[N+](=O)C1=C(CCCC1)N2[O-] (configuration not stated)
    0, 11, -2, -3, 8, 5, -1, 3, 2
> CC(C)c1ccc2[nH]c(O)c(N=NC(=O)c3cccc(S(=O)(=O)Nc4ccccc4Cl)c3)c2c1
    -2, 0, 3, 0, -6, 18, 8, 7, 11
> CCn1c(SCC(=O)NCc2ccco2)nnc1-c1cccs1
    -1, -1, 2, 0, 7, 10, 3, 4, 7
> O=C(NC12CC3CC(CC(C3)C1)C2)N1CCN(c2nc(-c3ccccc3)cs2)CC1
    0, 5, 4, -2, 7, 6, 8, -5, 5
> CCOc1ccc2[nH]c3c(NCCN(CC)CC)ncnc3c2c1
    0, 6, 3, -2, 3, 9, -4, -6, 2
> CCCCn1c(-c2ccc(OC)cc2)nc2c(=O)n(C)c(=O)[nH]c21
    -3, 4, 3, 2, -5, 2, -1, -10, -1
> CC(=O)Oc1ccc(/C=C2/Oc3ccccc3C2=O)cc1
    -10, -14, -6, -10, -22, -9, -16, -21, -16
> O=C1c2ccccc2C(=O)N1CC1c2ccccc2CCN1S(=O)(=O)c1ccccc1 (configuration not stated)
    -3, 2, 1, 0, 5, -31, -5, -2, 4
> CSc1ccc(C2N=C(c3ccccc3)NO2)cc1 (configuration not stated)
    -4, 1, 6, 0, -9, 2, 1, 7, 3
> O=C(Nc1ccnn1C1CCN(C(=O)c2cnsn2)CC1)c1cccc(F)c1
    0, -4, 0, 1, -2, -1, -1, 0, 2
> COc1cc(OC)cc(-c2c(-c3ccc(F)cc3)c3cc(-c4ccc(SC)cc4)ccc3n2C)c1
    ·, 4, 1, -4, ·, 6, ·, ·, 5

Next records
Compound,LYPLA1 counter,PAFAH1B3 inh,PAFAH1B2 FP inh,PAD4 inh,LYPLA2 inh,PREPL inh,PME-1 primary,GSTO1 counter,pPAFAH inh
Cc1nn(CC(=O)N(C)c2c(N)n(Cc3ccccc3)c(=O)[nH]c2=O)c(C)c1[N+](=O)[O-],0,-5,0,1,1,4,-2,·,1
CCOC(=O)/C=C/S(=O)(=O)c1ccc(NC(C)=O)cc1,-2,11,4,-1,-5,2,5,1,6
O=C(Nc1nnc(SCc2ccccc2F)s1)C1=COCCO1,0,0,4,-4,1,1,-1,-6,1
C/C(=N\NC(=O)c1ccc(Cl)cc1)c1ccc(N2CCOCC2)cc1,0,0,0,1,-1,17,-3,7,3
Cc1cccc(NC(=O)C(=O)C2C(=O)Nc3ccccc32)c1 (configuration not stated),4,1,7,-2,13,-6,-1,2,-2
COc1ccc(Cl)cc1NC(=O)CSc1nc(=O)n(CCN(C)C)c2c1CCCC2,-4,-1,-4,1,1,-9,1,-7,4
O=c1c2cc(NC(=S)NC3CC3)ccc2nc2n1CCCCC2,-5,8,-1,-1,1,-4,4,9,-2
CCOc1ccc(CCNC(=O)CN2C(=O)NC3(CCc4ccccc43)C2=O)cc1OCC (configuration not stated),1,4,1,-1,1,5,-2,2,3
COCCNC(=O)NC(=O)CSc1nc(C)c(C)c(C)n1,-1,9,5,2,1,8,0,4,-1
CC[C@]12c3[nH]c4cc(-c5ccco5)ccc4c3CCN1C(=O)[C@@H](CC(=O)NCCCN(C)C)C[C@@H]2C(=O)N1CCN(C(=O)C2CC2)CC1,·,8,3,4,·,·,·,·,2
NCC(=O)Nc1ccc(Br)cc1,-1,3,0,-2,2,-4,-6,-3,2
CCN(CC)S(=O)(=O)c1cc(Cl)ccc1OC,1,0,3,-1,1,16,-3,14,3
COc1ccc(OC)c(NC(=O)COC(=O)C2CCC2)c1,2,1,-2,1,3,8,-1,·,4
Nc1ccc(-c2nc3ncccc3o2)cc1,-3,9,8,-1,-4,-1,6,4,0
CSc1ncc(Cl)c(C(=O)Nc2cc(C)ccc2C)n1,5,2,4,-2,5,19,5,0,1
Clc1ccc(Cn2cc(/C=N/n3cnnc3)c3ccccc32)cc1,-2,-3,2,-3,13,-30,-1,2,5
CC(=O)Nc1nc(C)nc(-c2ccccc2)c1C(C)=O,-1,9,7,-4,-1,14,-4,0,-1
CN(C)c1ccc(/C=N/NC(=O)C(O)c2ccc(Br)cc2)cc1 (configuration not stated),4,5,14,-2,7,11,3,-3,1
CC1CCN(C(=S)NC(=O)c2ccc(F)cc2)CC1,·,8,5,-1,·,3,·,·,2
CCCN1CN(c2ccccc2)C(=S)N(c2ccccc2)C1,4,1,3,2,1,3,4,-6,1

Full records, looked up by structure. Screens in order: LYPLA1 counter | PAFAH1B3 inh | PAFAH1B2 FP inh | PAD4 inh | LYPLA2 inh | PREPL inh | PME-1 primary | GSTO1 counter | pPAFAH inh
Clc1ccc(Cn2cc(/C=N/n3cnnc3)c3ccccc32)cc1 in the list: -2 | -3 | 2 | -3 | 13 | -30 | -1 | 2 | 5
Nc1ccc(-c2nc3ncccc3o2)cc1 in the list: -3 | 9 | 8 | -1 | -4 | -1 | 6 | 4 | 0

(listing goes on)
Compound,LYPLA1 counter,PAFAH1B3 inh,PAFAH1B2 FP inh,PAD4 inh,LYPLA2 inh,PREPL inh,PME-1 primary,GSTO1 counter,pPAFAH inh
CCOc1ccc(N=CNc2ccc(OCC)cc2)cc1,-8,4,7,6,-11,1,-3,6,-5
Cc1ccc(N(CC(=O)NC2CCCCC2)C(=O)CNC(=O)c2cccs2)cc1,-1,2,1,-1,2,-4,0,-3,11
CCOC(=O)C1(CCOc2ccccc2)CCN(Cc2ccc(OCC)c(CO)c2)CC1,6,3,1,0,11,-42,-2,6,5
Cc1nn(CC(=O)Nc2ccc3c(c2)OCO3)c(C)c1Cl,3,14,0,-2,10,2,3,1,10
O=C(CCN1C(=O)C2CC=C(Cl)CC2C1=O)NC1CCCCC1 (configuration not stated),-3,-1,0,-4,-5,1,-8,5,-5
COC(=O)c1[nH]c2cc(OC)c(OC)cc2c1NC(=O)CN1C[C@H]2C[C@@H](C1)c1cccc(=O)n1C2,0,-2,6,-2,0,-1,-8,·,-3
COC(=O)c1ccc(C(=O)OC)c(NC(=O)CN(C)Cc2ccccc2)c1,1,0,1,3,3,-16,-4,4,4

4 of the entries above in order of their number in PME-1 primary, rising:
Compound | PME-1 primary
COC(=O)c1[nH]c2cc(OC)c(OC)cc2c1NC(=O)CN1C[C@H]2C[C@@H](C1)c1cccc(=O)n1C2 | -8
COC(=O)c1ccc(C(=O)OC)c(NC(=O)CN(C)Cc2ccccc2)c1 | -4
CCOC(=O)C1(CCOc2ccccc2)CCN(Cc2ccc(OCC)c(CO)c2)CC1 | -2
Cc1nn(CC(=O)Nc2ccc3c(c2)OCO3)c(C)c1Cl | 3

A portion of the library (hit frequency here may not be typical).
